High-throughput results deposited in PubChem BioAssay by several laboratories.
CF NFkB inh: blocks PAF-induced NF-kB reporter in cystic fibrosis cells | KKLEB NF-kB-GFP reporter, GFP fluorescence overnight | inhibition, % at 5 µM | hit rate 0.86% among 360,000;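 active means at least 50% inhibition at 5 µM, scaled per plate between neutral and stimulator controls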;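 further: PAF is a Pseudomonas aeruginosa culture filtrate used as stimulus; plate controls were PAF-stimulated DMSO wells for no effect and unstimulated DMSO wells for full effect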
HIF-2a inh: HIF-2a inhibition; AID 624352; 786-0 RCC cells HIF-2a reporter, luciferase luminescence, overnight; hit rate 0.72% among 360,000; inhibition, % at 18.8 µM;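 active means inhibition of the luminescence signal of 40% or more relative to plate controls, in a single-dose primary screen at 18.75 µM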
KKLEB cytotox: reduces viability of KKLEB cystic fibrosis airway cells | KKLEB CF airway cells viability, ATPlite luminescence, overnight; stronger effect = lower value; cells stimulated with P. aeruginosa culture filtrate | activity change (cytotoxicity), % at 5 µM | hit rate 0.36% among 360,000;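 active means corrected activity change at or below -50% at 5 µM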
NR2E3 ag-1: agonists of human nuclear receptor NR2E3. Q9Y5X4. GST-NR2E3/biotin-RetCOR TR-FRET, 1536-well. inhibition of corepressor binding, % at 4.78 µM. hit rate 0.12% among 320,000. AID 2300;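 active means percent inhibition above the cutoff of mean plus 3 SD of all tested compounds, set per screening campaign, cut at about 20% in these data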;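 further: 0% = DMSO wells and 100% = biotin wells as full block of FRET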
Target sequence (Q9Y5X4 whole entry, looked up): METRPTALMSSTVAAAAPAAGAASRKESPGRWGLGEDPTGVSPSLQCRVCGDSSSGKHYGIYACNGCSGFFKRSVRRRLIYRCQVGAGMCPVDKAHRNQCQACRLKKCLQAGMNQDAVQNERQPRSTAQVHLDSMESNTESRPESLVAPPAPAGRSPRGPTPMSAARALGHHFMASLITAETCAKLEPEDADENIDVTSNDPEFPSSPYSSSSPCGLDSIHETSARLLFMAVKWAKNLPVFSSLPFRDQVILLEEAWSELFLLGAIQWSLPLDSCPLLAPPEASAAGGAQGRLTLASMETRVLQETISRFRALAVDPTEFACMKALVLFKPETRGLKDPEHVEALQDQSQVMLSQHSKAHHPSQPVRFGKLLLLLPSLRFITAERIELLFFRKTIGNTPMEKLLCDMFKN
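Test system – NR2E3–RetCOR corepressor complex · Quantity – NR2E3 fusion 1.35 nM · Buffer or medium – Tris pH 7.5 · Incubation – Compound–protein incubation for 5 h at 4 °C · Technique – TR-FRET, Eu(K)-anti-GST donor, streptavidin-D2 acceptor, ex 340, em 617/671 nm · Evaluation – percent inhibition of 671/617 nm emission ratio versus biotin and DMSO controls · Plate – 1536-well format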
iPSC survival up: enhancers of human iPSC single-cell survival. hiPSC single-cell survival, ATPlite luminescence; 100% = ROCK inhibitor wells, 0% = DMSO. survival enhancement, % at 20 µM. hit rate 0.044% among 360,000; in the data active means survival enhancement above about 18%;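 further: cells exposed to compounds for 16 hours before the ATP read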
MITF TRPM1 inh: reduces MITF-dependent TRPM1 promoter luciferase signal | SK-MEL-5 TRPM1 promoter luciferase, 24 h | AID 488899 | inhibition, % at 12.5 µM | hit rate 0.83% among 330,000;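 active means mean inhibition across replicates of 60% or more, whatever share of single replicates reaches that level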; further: values of inactives mirror those of a sister screen read the other way
LMP1 NFkB inh: reduces LMP1-driven NF-kappaB luciferase signal | hit rate 0.69% among 350,000 | inhibition, % at 12.5 µM | LMP1-induced NF-kappaB luciferase reporter cells, luminescence | AID 504558; in the data active means inhibition above about 41%;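 further: 0% = neutral control wells and 100% = reference inhibitor control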
Shn3 inh set2: inhibitors of Schnurri-3 3'UTR reporter in osteoblasts. Clone20 osteoblast Shn3 3'UTR firefly luciferase, 24 h. inhibition, % at 12.5 µM. hit rate 0.52% among 360,000;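 active means mean inhibition of at least 75% with every replicate also reaching 75%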;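 further: 0% = median of neutral control wells and 100% = pilot-screen positive control compound; some compounds past the cut are filed as inactive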
TRAIL sens C8: sensitizes caspase-8 expressing cells to TRAIL. NB7+C8 cells + TRAIL, ATPlite viability luminescence. inhibition (viability loss, TRAIL sensitization), % at 10 µM. hit rate 1% among 360,000;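 active means compounds causing at least 50% loss of cell viability in the single-dose screen, relative to plate controls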
Peg3 prom inh: reduces Peg3 promoter-driven luciferase expression in HeLa; hit rate 1.7% among 360,000; AID 588405; inhibition, % at 20 µM; HeLa PEG-Prom luciferase reporter, luminescence, overnight;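 active means inhibition of at least 50% at 20 µM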
NR2E3 ag-2: agonists of human NR2E3 nuclear receptor | CHO-S Gal4-NCOR/VP16-NR2E3 two-hybrid, luciferase | inhibition of corepressor binding, % at 3.98 µM | hit rate 0.35% among 360,000 | AID 602229;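 active means inhibition above the mean of all tested compounds plus 3 SD, cut at about 70% in these data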;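 further: 0% = DMSO with NR2E3 transfected cells and 100% = cells lacking NR2E3 construct; higher means lower luciferase signal from less NR2E3 corepressor binding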
* = called active by the depositor; nt = no result given. Only part of the results is shown; count on the stated rates, not on these rows.

Each structure is followed by: CF NFkB inh	HIF-2a inh	KKLEB cytotox	NR2E3 ag-1	iPSC survival up	MITF TRPM1 inh	LMP1 NFkB inh	Shn3 inh set2	TRAIL sens C8	Peg3 prom inh	NR2E3 ag-2
CC(C)N(C)C(=O)C(=O)c1cccn1-c1cccc(Cl)c1C#N
 : -18	22	8	2	0.4	3	5	15	-3	14	-2
C=CCN1C(=S)N[C@@H]2CS(=O)(=O)C[C@@H]21
 : -2	15	6	1	3.0	nt	nt	-10	-2	-7	-2
CCCCCNC(=O)N[C@H](C(=O)O)C(C)C
 : 17	9	-7	-1	-0.7	-5	-2	-12	-6	-5	-1
O=C(NC1CCCC1)C(c1ccco1)N(C(=O)c1ccco1)c1ccccc1 (stereo unspecified)
 : -2	4	2	2	-0.3	3	-8	-2	16	21	-4
Cc1nn(Cc2c(Cl)cccc2Cl)c(Cl)c1/C=C/C(=O)OCC(=O)NCC(F)(F)F
 : 12	12	-9	2	1.5	42	16	64	31	37	-5
CCOc1ccc2nc(NS(=O)(=O)c3ccc4c(c3)n(C)c(=O)n4C)sc2c1
 : -2	-5	1	0	2.0	8	-8	10	6	-18	-4
Cc1nc2cc3nc(C)sc3cc2s1
 : -20	-198	5	0	0.9	-75	-18	-43	21	-228	-88
COc1ccc(N=Nc2cnc(C)nc2-c2ccccc2)cc1
 : 9	-31	-4	3	1.3	2	11	11	-9	8	-9
CCc1cccc(NC(=O)CCCN2C(=O)C(c3ccccc3)Oc3cccnc32)c1 (stereo unspecified)
 : 31	10	-15	1	-0.5	11	13	72	-6	22	-8
CCOC(=O)c1cc2c3ccccc3n(CC)c2nc1N
 : 2	15	9	5	1.5	-8	7	-30	-16	-16	16
O=C(C[C@@H]1C/C=C\C[C@H](NC(=O)OCC2c3ccccc3-c3ccccc32)C(=O)OC[C@@H]2CCCN2C1=O)NCCO
 : -17	8	18	nt	1.8	-4	2	4	-7	3	-15
CCOc1ccc(-c2c(C(=O)N/N=C/c3cccs3)nnn2-c2nonc2N)cc1
 : 2	13	12	2	0.5	-3	4	9	-1	-4	2
Cc1cc(C)c2c(CC(=O)O)coc2c1
 : -5	9	-3	0	0.3	-11	-2	-15	-13	6	7
N#C/C(=C/Nc1ccccc1C(=O)O)C(N)=O
 : 4	13	12	5	0.9	0	-7	-11	-9	3	9
COCC1CCN(C(=O)C2CCC(=O)N(CC3CCCCC3)C2)CC1 (stereo unspecified)
 : 1	4	2	-3	-0.4	9	-3	11	-7	-7	-10

The last two compounds of the part above open the next one.
Each structure is followed by: CF NFkB inh	HIF-2a inh	KKLEB cytotox	NR2E3 ag-1	iPSC survival up	MITF TRPM1 inh	LMP1 NFkB inh	Shn3 inh set2	TRAIL sens C8	Peg3 prom inh	NR2E3 ag-2
N#C/C(=C/Nc1ccccc1C(=O)O)C(N)=O
 : 4	13	12	5	0.9	0	-7	-11	-9	3	9
COCC1CCN(C(=O)C2CCC(=O)N(CC3CCCCC3)C2)CC1 (stereo unspecified)
 : 1	4	2	-3	-0.4	9	-3	11	-7	-7	-10
N#Cc1nc(COc2ccc(Cl)cc2Cl)oc1N1CCN(c2ccccc2)CC1
 : -12	-31	-12	1	-2.1	-4	6	9	10	7	-39
CCC1CN(C(=O)N2CCC(C(=O)Nc3ccccc3F)CC2)c2ccccc2O1 (stereo unspecified)
 : 14	14	-5	-7	-0.6	8	9	18	-4	11	-17
COC(CNC(=O)c1ccc2c(c1)nc(C)n2-c1ccc(F)c(F)c1)OC
 : 10	-2	1	1	-3.3	12	2	-4	-18	6	-14
O=C(CCCn1c(SCc2cc(=O)n3cc(Cl)ccc3n2)nc2ccccc2c1=O)NCC1CCCO1 (stereo unspecified)
 : 3	13	-7	1	-0.1	8	7	12	5	20	6
O=C(O)c1cccc2c1Oc1ccccc1S2(=O)=O
 : -14	12	3	nt	-0.7	-8	10	74	4	18	-15
CC(C)(C)SCCNC(=O)c1ccc(CN2CCc3ccccc3C2)cc1
 : 0	-142	-6	4	0.3	-46	-1	9	3	-68	-61
COc1ccc(NC(=O)C2CCCN2S(=O)(=O)c2ccc3c(c2)C(C)(C)C(=O)N3C)cc1 (stereo unspecified)
 : -6	-1	-10	nt	-1.0	nt	nt	16	2	2	6
CC[C@@]12C(=O)N(c3ccc(C)cc3)C(=O)N1[C@H](c1ccc(OC)cc1)[C@@H]1C(=O)N(C(C)(C)C)C(=O)[C@@H]12
 : 0	-42	1	1	-0.6	-17	-1	-1	-4	-13	-20
COc1cc(-c2ccc(=O)[nH]n2)ccc1OC(F)F
 : 16	-21	-8	2	0.4	42	10	-11	6	35	4
Cn1nc(C(=O)Nc2ccc(Br)cc2)cc1C(=O)Nc1ccc(Br)cc1
 : -2	11	-3	2	0.5	11	-7	13	3	12	10
CCC(=O)Nc1cc(=O)[nH]c2ncnn12
 : 7	15	-11	-2	1.6	-3	-7	5	11	-6	10
COc1cc(Cl)c(C)cc1NC(C)C(=O)Nc1cc(C(F)(F)F)ccc1N1CCOCC1 (stereo unspecified)
 : 16	19	2	-6	-0.6	3	-1	9	5	24	-10
COc1ccc(-c2nnn(CC(=O)N(Cc3ccccc3Cl)C(C(=O)NCC3CCCO3)c3ccco3)n2)cc1 (stereo unspecified)
 : 3	12	-5	-3	1.7	-8	7	14	-1	21	-19
COc1cc(-c2cc(C(=O)NCc3ccco3)c3ccccc3n2)cc(OC)c1OC
 : -21	5	-5	-2	-0.5	3	10	13	13	29	0
CN(CCc1ccccn1)C(=O)c1cccnc1Oc1ccc(Cl)cc1
 : -3	16	0	0	0.6	-5	-3	-41	-2	8	-9
CCOc1ccc(CCN2C(=O)c3ccc(C(=O)O)cc3C2=O)cc1OCC
 : 6	19	-2	-1	-0.7	-4	8	5	-3	5	-12
CCN1CCN(C/C(C)=C/c2ccccc2)CC1
 : -8	24	2	nt	-0.5	2	0	-2	12	8	1
COc1ccc(OC)c(NC(=O)c2cc(S(=O)(=O)N(C)C)ccc2N2CCCC2)c1
 : 5	-2	-12	-2	0.2	3	3	0	0	1	12
Cc1cc(Cl)ccc1NC(=S)NCCCN1CCCC1=O
 : 8	9	-24	-1	6.5	-7	-2	-13	-1	2	-3
CCOC(=O)c1cccc(NC(=O)c2cc3ccccc3o2)c1
 : -11	-18	-2	nt	-0.8	-24	-12	-93	34	-230	-59
COC(=O)Cn1cccc1C(=O)c1ccccc1
 : -7	5	9	-3	-1.5	-2	-6	-24	-8	13	7
O=C(NNC(=S)Nc1ccccc1Cl)c1ccccc1Br
 : -15	-143	10	nt	-0.4	-59	-19	-128	-4	-313	-106
CCOC(=O)CSc1nc(N2CCOCC2)c2c(c1C#N)CC(C)(C)N(C)C2
 : 9	5	-7	1	0.2	-4	4	17	-3	12	-13
O=C(/C=C/c1ccc(Cl)cc1Cl)OCC(=O)N1CCCC1
 : 4	-35	-2	2	-0.4	3	5	-20	10	-30	15
COc1cc(/C=N/Nc2nc(=O)[nH]nc2C)ccc1O
 : 16	11	-13	5	-0.9	3	-5	10	1	7	20
COc1ccc(Cl)cc1NC(=O)c1ccoc1C
 : -3	6	-7	1	5.3	10	7	-4	-4	7	-18
Cc1cc(=O)nc2c3ccccc3n(CC(=O)Nc3ccccc3Br)n12
 : -5	12	-12	1	0.2	13	-3	14	-9	13	-6
CCCCn1c(N)c(N(Cc2ccccc2OC)C(=O)C(C)Oc2ccc(Cl)cc2)c(=O)[nH]c1=O (stereo unspecified)
 : 9	7	10	1	-0.4	16	10	0	15	14	21
CCCSc1ccc(C(=O)Nc2ccc(F)cc2F)cn1
 : -12	-206	7	9	-0.6	-82	-10	-20	3	-215	5
Nn1cnnc1N/N=C/c1ccc(Cl)c([N+](=O)[O-])c1
 : 9	11	2	5	-2.1	12	7	-9	-4	5	-8
CCN(CC1COc2ccccc2O1)C(=O)c1ccc(Cl)c(S(=O)(=O)N2CC(C)OC(C)C2)c1 (stereo unspecified)
 : 16	11	-3	-4	-0.4	6	18	21	10	21	3
COc1ccc(NC(=S)Nc2cccc([N+](=O)[O-])c2)cc1
 : -14	-77	12	0	-1.8	-6	-2	-9	-6	-48	-37
CC(C)(C)NC(=O)/C(=C\c1cccnc1)NC(=O)c1ccco1
 : 4	11	-10	2	2.0	9	-1	-4	-4	2	6
O=C(CCN1C(=O)c2ccccc2C1=O)Nc1ccc(-c2nc3ccccc3s2)cc1
 : 4	-192	-7	8	0.7	-62	-28	-22	69*	-282	-69
CS(=O)(=O)N1CCN(C(=O)CSc2ccccc2)CC1
 : -9	11	19	1	0.5	-6	-2	-33	4	14	1
Cc1nc2ccc(NS(=O)(=O)c3ccc(F)c(F)c3F)cc2s1
 : 23	7	5	nt	-0.5	4	4	15	-17	14	22
COc1ccc([C@H]2Cc3cccc(O)c3C(=O)O2)cc1O
 : -41	-30	8	1	-1.9	-37	-1	-21	10	-103	-62
Cc1ccc(NC(=O)CSc2nnc(Cn3cnc4ccccc43)o2)cc1
 : 1	13	-4	4	0.9	4	-6	3	-27	8	5

Grouped by structure, the entries above with a furan ring, fused or not
Each structure is followed by: CF NFkB inh	HIF-2a inh	KKLEB cytotox	NR2E3 ag-1	iPSC survival up	MITF TRPM1 inh	LMP1 NFkB inh	Shn3 inh set2	TRAIL sens C8	Peg3 prom inh	NR2E3 ag-2
O=C(NC1CCCC1)C(c1ccco1)N(C(=O)c1ccco1)c1ccccc1 (stereo unspecified)
 : -2	4	2	2	-0.3	3	-8	-2	16	21	-4
Cc1cc(C)c2c(CC(=O)O)coc2c1
 : -5	9	-3	0	0.3	-11	-2	-15	-13	6	7
COc1ccc(-c2nnn(CC(=O)N(Cc3ccccc3Cl)C(C(=O)NCC3CCCO3)c3ccco3)n2)cc1 (stereo unspecified)
 : 3	12	-5	-3	1.7	-8	7	14	-1	21	-19
COc1cc(-c2cc(C(=O)NCc3ccco3)c3ccccc3n2)cc(OC)c1OC
 : -21	5	-5	-2	-0.5	3	10	13	13	29	0
CCOC(=O)c1cccc(NC(=O)c2cc3ccccc3o2)c1
 : -11	-18	-2	nt	-0.8	-24	-12	-93	34	-230	-59
COc1ccc(Cl)cc1NC(=O)c1ccoc1C
 : -3	6	-7	1	5.3	10	7	-4	-4	7	-18
CC(C)(C)NC(=O)/C(=C\c1cccnc1)NC(=O)c1ccco1
 : 4	11	-10	2	2.0	9	-1	-4	-4	2	6
